Compound activity from PubChem BioAssay.
Artemis endo inh – Artemis endonuclease inhibitors, primary screen, biochemical, fluorescence intensity, FAM/BHQ-1 hairpin substrate; Protein artemis (Homo sapiens), Q96SD1; recombinant Artemis, quenched FAM hairpin cleavage fluorescence; inhibition, % at 10 µM; 30,000 tested, 0.78% active; AID 686954, 2013;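 active means at 10 µM dose, at least 30% inhibition, measured as corrected fluorescence normalized to stimulator and neutral control wells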
Target sequence (Q96SD1 whole entry, looked up): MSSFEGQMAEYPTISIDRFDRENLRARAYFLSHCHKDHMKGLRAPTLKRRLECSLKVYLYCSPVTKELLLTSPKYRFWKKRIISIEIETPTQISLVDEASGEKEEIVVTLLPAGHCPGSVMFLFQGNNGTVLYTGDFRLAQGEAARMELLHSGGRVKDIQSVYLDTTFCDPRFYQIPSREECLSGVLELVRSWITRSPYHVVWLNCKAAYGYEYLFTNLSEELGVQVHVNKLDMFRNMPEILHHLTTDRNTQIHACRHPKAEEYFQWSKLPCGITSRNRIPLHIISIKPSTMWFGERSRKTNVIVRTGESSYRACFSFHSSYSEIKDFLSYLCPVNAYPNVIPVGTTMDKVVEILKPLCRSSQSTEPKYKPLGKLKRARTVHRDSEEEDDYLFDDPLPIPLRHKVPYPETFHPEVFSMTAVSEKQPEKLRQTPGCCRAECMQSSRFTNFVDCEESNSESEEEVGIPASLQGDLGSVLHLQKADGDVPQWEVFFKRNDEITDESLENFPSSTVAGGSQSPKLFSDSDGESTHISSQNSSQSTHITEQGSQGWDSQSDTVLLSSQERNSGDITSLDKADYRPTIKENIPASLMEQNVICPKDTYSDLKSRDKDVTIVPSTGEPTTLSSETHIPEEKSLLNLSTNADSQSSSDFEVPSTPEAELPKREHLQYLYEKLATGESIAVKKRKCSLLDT
* marks the source's active call; other numbers are inactive results. Some of the compounds tested (hit frequency here may not be typical).

SMILES | Artemis endo inh
CC1(C)CC(=O)C2=C(C1)Oc1ncn(Cc3ccco3)c(=N)c1C2c1ccccc1 (centres undefined) | 3
Cc1ccnc(NC(=O)COc2ccc3oc4c(c3c2)CCCC4)c1 | 11
Fc1cccc(Cn2cc(C(=S)N3CCCCC3)c3ccccc32)c1 | 7
COC(=O)CCCC(=O)N1CCOCCN(C(=O)CCCC(=O)OC)CCOCC1 | 7
CC1=C(C#N)C(=O)NC(C)(C)C1 | -11
Oc1ccc(Cl)cc1C(C#Cc1ccccc1)N1CCOCC1 (centres undefined) | 1
Cc1ccc(O)c(C(=O)c2cnn(C(=O)Cc3csc(C)n3)c2)c1 | 4
CCOC(=O)c1sc(=S)n(-c2ccc(Cl)cc2)c1C | 3
Nn1c(SCC(=O)N2CCCc3ccccc32)nnc1-c1ccccc1 | -6
c1ccc(-c2nnc(SCc3cn4ccsc4n3)o2)cc1 | -2
Cc1ccc(N2CC(C(=O)OCc3ccccc3F)CC2=O)cc1 (centres undefined) | -3
CCSc1c(C(=O)NC)ccc2c1C(=O)c1ccccc1C2=O | -3
Cc1ccc(C2(C)NC(=O)N(CCOc3ccccc3)C2=O)cc1 (centres undefined) | -6
CC(C)(C)c1ccc(CN(Cc2ccccc2)C(c2ccccn2)c2nnnn2C(C)(C)C)cc1 (centres undefined) | 3
N#CC1(Cc2ccc(Cl)cc2)c2ccccc2C=CN1C(=O)c1ccccc1 (centres undefined) | 2
O=C(Nc1ccncc1)c1ccc2c(c1)C(=O)N(C1CCCCC1)C2=O | 0
Clc1ccc(CSC2=NCCCN2)cc1Cl | 3
CCOC(=O)c1c(C)n(C)c2ccc(O)c(CN3CCCCC3)c12 | 8
Cc1ccc(-c2noc(CCC(=O)N3CCCC3)n2)cc1 | -1
Cn1c(Cc2cccc3ccccc23)nnc1SCC(=O)N1CCN(c2cccc(Cl)c2)CC1 | 19
CNC(=O)CC(=O)Nc1ccccc1C(=O)O | -5
Cc1ccc(C)c(OCC(O)CN2CCCCC2C)c1 (centres undefined) | -3
O=C(CN1C(=O)c2ccccc2S1(=O)=O)NCCC1=CCCCC1 | -7
C=CCN1C(=O)C2C(C(=O)NC)C3C=CC2(O3)C1C(=O)NCc1ccc(OC)cc1 (centres undefined) | -6
CCOC1=NC(C(=O)O)c2ccccc2/C(=C(/C)Cl)N1 (centres undefined) | -4
CCCCN1C(=O)NC2NC(=O)NC21 (centres undefined) | 2
Cc1ccc(-n2cnc3scc(-c4cccs4)c3c2=O)cc1 | 1
CCOC(=O)c1cnc(SC)nc1Sc1ccc(Cl)cc1Cl | -2
CC(=O)Nc1ccc(NC(=O)C2CCN(c3c(Cc4ccccc4)c(C)nc4ncnn34)CC2)cc1 | 1
CCCS(=O)(=O)N1CCC(C(=O)NCCCN(C)Cc2ccccc2)CC1 | 0
CCn1c2ccccc2c2cc(N)ccc21 | 21
COCCn1nnnc1C(C(C)C)N(Cc1cccnc1)Cc1ccccc1Cl (centres undefined) | 2
CCn1c(SCC(=O)Nc2nc(-c3ccccc3)cs2)nnc1-c1ccccc1O | 11
S=C(c1ccc2c(c1)OCO2)N1CCCC1 | 4
N#CCCn1cc(/C=N/O)c(-c2ccc(-c3ccccc3)cc2)n1 | -5
N#Cc1cc(-c2ccccc2)oc1NC(=O)c1ccccc1 | -9
Cc1ccc(S(=O)(=O)N(CC(=O)N2CCc3ccccc3C2)c2cccc(Cl)c2)cc1 | 9
CCOc1ccc(-n2c(SCC(=O)NC(C)CC)nc3n[nH]c(C)c3c2=N)cc1 (centres undefined) | -1
COc1ccc(C2N3CC4(C)CN2CC(C)(C3)C4O)cc1OC (centres undefined) | 4
O=S(=O)(c1ccccc1)N1c2cc(Cl)ccc2Oc2nc3ccccc3nc21 | 8
Brc1ccc2ncnc(NCc3ccccc3)c2c1 | -2
O=C(CN1CCN(CC(=O)Nc2ccccc2Cl)CC1)Nc1ccc2c(c1)OCCO2 | 2
COc1ccc(NC(=O)CCC2COc3ccccc3O2)c(OC)c1 (centres undefined) | -6
Cc1cc(-c2ccccc2)n2nc(C)c(-c3ccccc3)c2n1 | -4
CS(=O)(=O)N(Cc1ccc(C(=O)NCc2ccco2)cc1)c1ccccc1 | -5
C=C(Br)Cn1c(CCC)nc2ccccc21 | -2
COc1ccc(Cl)cc1NC(=O)c1ccccc1C | -3
CN(c1ccc(C(=O)N2CCN(c3ccc(F)cc3)CC2)cc1)S(C)(=O)=O | 2
COc1cccc(/C=N/Nc2nc(Nc3ccccc3)nc(-n3nc(C)cc3C)n2)c1O | 96*
COc1ccc(C2(C(=O)N3CCOCC3)CCCC2)cc1 | 2
COc1cc(OC)c(NC(=O)CCc2nc(-c3ccc(C)cc3)no2)cc1Cl | -2
O=C1C2C3C=CC(C3=C(c3ccccc3)c3ccccc3)C2C(=O)N1Cc1ccccc1 (centres undefined) | 0
CCn1c(=O)n(CC(=O)N(C)Cc2ccccc2)c(=O)c2ccccc21 | 2
COc1ccc(/C=N/NC(=O)c2ccc(Cn3cc([N+](=O)[O-])cn3)o2)cc1O | 5
Cc1cc(C)n(-c2nc(NCCCO)c3c4c(sc3n2)CCCC4)n1 | 33*
O=C(COc1ccc(Cl)cc1Br)N1CCN(c2ccccc2)CC1 | 4
O=C(c1ccccc1-c1nc(-c2ccccc2)no1)N1CCCC1 | -1
Cc1ccc(C)c(NC(=O)C2CC=CCC2C(=O)O)c1 (centres undefined) | -4
O=C(c1ccco1)c1n[nH]nc1-c1ccccc1 | -1
Cc1ccc(S(=O)(=O)NC(CC(C)C)C(=O)Nc2nccs2)cc1 (centres undefined) | -6

The list goes on:
SMILES | Artemis endo inh
COc1ccc(CCNC(=O)C2CCN(S(=O)(=O)c3c(C)noc3C)CC2)cc1OC | -3
COc1ccc(NC(=O)c2ccc(COc3ccccc3OC)o2)cc1OC | -8
C=CCn1c(-c2ccccc2)nc2nc3ccccc3nc21 | -2
COc1ccc(NC(=O)c2cc(-c3ccc(C)o3)nc3ccccc23)cc1OC | 0
Cc1cc(=O)oc(C)c1C(=O)N1CCCc2ccccc21 | 2
N#Cc1c(C#N)c(-c2ccccc2)n(-c2ccc(C(=O)O)cc2)c1N | -1
COCCCNC(=O)CC(NS(=O)(=O)c1ccc(C)cc1)c1ccco1 (centres undefined) | -5
CC(C)CSc1nc(N2CCOCC2)c2c(c1C#N)CC(C)(C)SC2 | 4
CCn1c(SCC(=O)NC(C)C)nnc1-c1cccs1 | 3
NC(=O)C1(S(=O)(=O)c2ccccc2)CCCCC1 | 3
COc1ccc(Nc2nnc(C)c3ccccc23)cc1C(N)=O | 5
COc1ccccc1OCc1ccc(C(=O)NCc2cccnc2)o1 | -6
CCc1cc(=O)oc2cc(OS(C)(=O)=O)ccc12 | 5
CC1(C)CN2C(=S)N(c3ccccc3)C(c3ccccc3)N2C1 (centres undefined) | 0
O=C(NC1CCCCC1)C1CCN(S(=O)(=O)c2cccs2)CC1 | -2
O=C(Cc1cccc2ccccc12)NCC1CCCO1 (centres undefined) | 4
COc1cc(C(=O)Nc2ccc3c(c2)C(=O)N(CCC(=O)O)C3=O)cc(OC)c1OC | 1
Cc1cc(C)n2ncc(C(=O)NCc3cccnc3)c2n1 | -4
COC(=O)c1ccc(N2C(=O)CC(N3CCOCC3)C2=O)cc1 (centres undefined) | -5
Cc1ccc(/C=N/NC(=O)c2c[nH]c3ccccc23)s1 | -2
O=C(O)c1cc(NCc2ccccc2)ccc1N1CCOCC1 | -10
O=C(NC(NCCCN1CCOCC1)(C(F)(F)F)C(F)(F)F)C1CCCCC1 | 5
CCCCOC(=O)C1[C@H]2C(=O)N(c3ccccc3CC)C[C@]23C=C[C@H]1O3 (some centres undefined) | -1
COc1cc(C(=O)NCCN2CCCC2)cc(OC)c1OC | -5
O=C1CC(Sc2ncccn2)C(=O)N1c1ccccc1 (centres undefined) | 0
CCCCCOC(=O)C1=C(C)N(C)C(=O)NC1c1cc(Br)c(O)c(OC)c1 (centres undefined) | 1
Cc1c(NC(=O)c2cnn3c(C(F)(F)F)cc(-c4ccco4)nc23)c(=O)n(-c2ccccc2)n1C | 3
COC(=O)c1c(C(=O)OC)c(-c2ccccc2)n2c1CS(=O)(=O)C2 | 10
O=C(CSc1ncn[nH]1)Nc1ccc(Cl)c(Cl)c1 | 0
CCOc1cnc(-c2ccc(Cl)cc2)o1 | 4
COC(=O)CSc1nc(N)c(C#N)c(-c2ccco2)c1C#N | 2
c1ccc2cc(-c3csnn3)ccc2c1 | 11
COc1ccc(C(=O)N(C(C)C)C(C)C)c(OC)c1 | 2
COc1ccc(Cl)cc1NC(=O)C(C)Sc1nncn1C (centres undefined) | -3
CCCn1c(SCC(=O)NC(C)C23CC4CC(CC(C4)C2)C3)n[nH]c1=O (centres undefined) | 0
Cc1oc2c(c1C(=O)Nc1cccc3ccccc13)CCCC2 | 3

Another view of two compounds above:
COC(=O)CSc1nc(N)c(C#N)c(-c2ccco2)c1C#N
- Artemis endo inh: 2

c1ccc2cc(-c3csnn3)ccc2c1
- Artemis endo inh: 11

4 entries from above, reformatted:
CS(=O)(=O)N(Cc1ccc(C(=O)NCc2ccco2)cc1)c1ccccc1
- Artemis endo inh = -5
CC(=O)Nc1ccc(NC(=O)C2CCN(c3c(Cc4ccccc4)c(C)nc4ncnn34)CC2)cc1
- Artemis endo inh = 1
Cc1cc(-c2ccccc2)n2nc(C)c(-c3ccccc3)c2n1
- Artemis endo inh = -4
O=C1CC(Sc2ncccn2)C(=O)N1c1ccccc1 (centres undefined)
- Artemis endo inh = 0

Back to the main list with the two entries that preceded the break.
SMILES | Artemis endo inh
CCCn1c(SCC(=O)NC(C)C23CC4CC(CC(C4)C2)C3)n[nH]c1=O (centres undefined) | 0
Cc1oc2c(c1C(=O)Nc1cccc3ccccc13)CCCC2 | 3
CCOC(=O)C(C)Oc1ccc2c(CC)cc(=O)oc2c1C (centres undefined) | -2
CCCCCCOC(=O)Cc1c(C)nc(-c2ccccc2)[nH]c1=O | -3
N#C/C(C(=O)N1CCOCC1)=C1/SC(Cc2ccccc2)C(=O)N1c1ccccc1 (centres undefined) | -3
Cc1nc2c(c3c1[nH]c1ccccc13)C(=O)CC(C)(C)C2 | 9
CCN(CCC(=O)O)c1ccccc1 | 1
O=C1C2(c3ccccc3)CN(CCO)CC1(c1ccccc1)CN(CCO)C2 | -10
C=CCn1c(SCC(=O)Nc2sc(C)c(C)c2C(=O)OCC)nnc1-c1sc(N)nc1C | 8
CC1CCCC(C)N1C(=O)CSc1nnc(C2CCCCC2)o1 (centres undefined) | 0
N#Cc1ccc(C(=O)NCC(c2ccco2)N2CCCC2)cc1 (centres undefined) | -4
CC1CCC(C(C)C)C(OC(=O)COC(=O)c2ccc(=O)[nH]c2)C1 (centres undefined) | 4
Cn1c(=O)c2ncn(CC(=O)NC3CCCCCC3)c2n(C)c1=O | 1
CCOC(=S)N/C(=N\S(=O)(=O)c1ccccc1)c1ccccc1 | -4
CC(=O)NC1=NN(C(C)=O)C(C)(CS(=O)(=O)c2ccc(Cl)cc2)S1 (centres undefined) | -11
O=c1cc2c(n[nH]1)CCCC2 | -4
Cc1cc(F)ccc1S(=O)(=O)Nc1ccccc1C(=O)Nc1ccc2[nH]c(=O)[nH]c2c1 | 13
CCCC(=O)Nn1cnc2c(c1=O)C1(CCCC1)Cc1ccccc1-2 | 12
COc1ccc(NC(=O)CSc2nnc(-c3ccco3)n2C)cc1 | -3
COc1ccc2c(c1)C1(Nc3ccccc3-c3nc4ccccc4n31)C(=O)N2C (centres undefined) | 2
COC(=O)C1CCN(CC(N)=O)CC1 | -3
Cc1cc(NC(=O)CSc2nc3cc(Cl)ccc3s2)no1 | -4
COc1cccc(N2CCN(C3CC(=O)N(c4ccc(Cl)cc4)C3=O)CC2)c1 (centres undefined) | 6
COc1ccc(OC)c(C2C(C(=O)c3ccc(C)o3)=C(O)C(=O)N2CCCN2CCOCC2)c1 (centres undefined) | 5
O=C(/C=C/c1ccccc1)c1ccc2c(c1)OCCCCO2 | 14
Cc1ccccc1C(=O)NC(NCC1CCCO1)C(Cl)(Cl)Cl (centres undefined) | 2

Reprinted from the part before: 3 compounds, followed by the next part.
SMILES | Artemis endo inh
COc1ccc(OC)c(C2C(C(=O)c3ccc(C)o3)=C(O)C(=O)N2CCCN2CCOCC2)c1 (centres undefined) | 5
O=C(/C=C/c1ccccc1)c1ccc2c(c1)OCCCCO2 | 14
Cc1ccccc1C(=O)NC(NCC1CCCO1)C(Cl)(Cl)Cl (centres undefined) | 2
Cc1cc(C)n(CCc2nc(-c3cc4ccccc4o3)cs2)n1 | -6
CCn1c(SCC(=O)c2cc(OC)ccc2OC)nnc1C1CC1 | 1
CCN(CC(=O)NC(C)C)C(=O)c1ccc(S(=O)(=O)N(C)c2ccccc2OC)cc1 | -6
O=C(CCC(=O)N1CCCC1)Nc1nnc(C2CCCCC2)s1 | 6
CN(Cc1nc(-c2ccccn2)no1)S(=O)(=O)c1ccccc1 | 0
COC(=O)CCN(C(=O)c1cccc(OC(C)=O)c1)c1ccccn1 | -2
CCCCNC(=O)Nc1ccon1 | -13
Clc1ccc(Cl)c(OCCN2CCOCC2)c1 | -2
COc1ccc2occ(C(=O)c3ccc(N=C(C)N(C)C)cc3)c2c1 | -5
CC(=O)Nc1cc(C(F)(F)F)ccc1OCC1CCCO1 (centres undefined) | -2
N=c1sccn1CC(=O)NCCc1ccc(Cl)cc1Cl | -4
COc1ccc(-c2csc(NCc3ccco3)n2)cc1C | -1
Nc1nc(CSc2nnnn2-c2ccc(Cl)cc2)nc(N2CCOCC2)n1 | -4
O=C(Nc1ccccc1)N(Cc1ccc(Cl)cc1)CC(O)C(F)(F)F (centres undefined) | 10
